PTPN22 act: activators of human LYP (PTPN22) phosphatase; hit rate 0.11% among 96,000; recombinant LYP, DiFMUP fluorescence; 0 = plate median, 100 = signal doubled; AID 697; Q9Y2R2; activation, % at 2 µM;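 active means activation at 2 µM above a set limit, the mean plus 5 SD, cut at about 37% in these data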
Target sequence (Q9Y2R2 whole entry, looked up): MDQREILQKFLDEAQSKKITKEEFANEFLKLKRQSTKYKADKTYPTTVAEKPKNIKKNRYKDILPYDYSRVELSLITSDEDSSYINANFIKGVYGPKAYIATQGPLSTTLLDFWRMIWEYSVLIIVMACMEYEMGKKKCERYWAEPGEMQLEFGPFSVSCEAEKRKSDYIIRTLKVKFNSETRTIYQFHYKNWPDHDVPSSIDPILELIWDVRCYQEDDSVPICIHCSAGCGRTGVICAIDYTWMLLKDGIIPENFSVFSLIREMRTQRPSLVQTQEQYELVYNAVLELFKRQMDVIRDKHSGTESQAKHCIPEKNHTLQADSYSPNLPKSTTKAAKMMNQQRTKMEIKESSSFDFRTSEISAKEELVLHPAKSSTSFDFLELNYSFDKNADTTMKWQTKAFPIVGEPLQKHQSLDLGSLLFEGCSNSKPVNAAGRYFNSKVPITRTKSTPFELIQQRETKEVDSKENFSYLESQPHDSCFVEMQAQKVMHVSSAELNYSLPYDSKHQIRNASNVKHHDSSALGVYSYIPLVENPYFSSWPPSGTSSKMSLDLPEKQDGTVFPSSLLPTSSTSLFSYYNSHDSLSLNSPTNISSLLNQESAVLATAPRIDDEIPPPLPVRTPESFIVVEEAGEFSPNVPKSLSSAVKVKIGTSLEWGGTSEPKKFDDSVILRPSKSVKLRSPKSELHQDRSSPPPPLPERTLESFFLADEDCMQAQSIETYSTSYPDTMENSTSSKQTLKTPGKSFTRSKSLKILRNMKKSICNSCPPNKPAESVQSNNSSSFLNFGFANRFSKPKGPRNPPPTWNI
HUVEC prolif 384: human endothelial cell proliferation inhibition | viability, % at 10 µM (by protocol) | AID 648 | hit rate 1.1% among 86,000 | HUVEC proliferation, CellTiter-Glo luminescence, 72 h; hits give low values;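 active means viability at or below 30%; inactive means viability above 30%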;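 further: 100% = median luminescence of DMSO-only cell control wells on each plate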
H69AR inhibit: growth inhibitors of human H69AR lung tumor cells | H69AR lung tumor viability, ATP luminescence, 72 h; hits give low values | viability, % at 10 µM | hit rate 6% among 85,000 | AID 598;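 active means viability at or below 40%; inactive means viability above 40%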;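 further: multidrug resistant small cell line overexpressing MRP-1 efflux transporter; 100% = mean luminescence of untreated control wells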
Fibroblast inh: blocks proliferation of human lung fibroblasts; viability, % at 10 µM; LL 47 human lung fibroblast viability, ATP luminescence; hits give low values; hit rate 1.1% among 85,000;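 active means viability at or below 50% in the single dose screen; inactive means viability above 50%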;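 further: compound exposure lasted 72 h before the ATP readout; 100% = median luminescence of untreated cell-only wells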
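Test system: LL 47 human lung fibroblasts; Quantity: 1,150 cells/well; Buffer or medium: IMEM plus 15% FBS; Dosing: tenfold compound dosing solution, DMSO at 0.1%; Timing: overnight cell rest, 72 h compound treatment at 37 °C; Detection: ATP-based CellTiter-Glo luminescent readout; Read-out basis: viability percentage against median untreated-cell control; Controls: cell-only wells, no compound.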
S1P2 agonist: agonists of human S1P2 receptor; activation, % at 4.5 µM; hit rate 0.46% among 97,000; S1P2-expressing cell line, agonist reporter read-out; in the data active means activation above about 16%;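 further: 0% = vehicle low control and 100% = maximal reference agonist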
sEH act: increases human soluble epoxide hydrolase activity; P34913; purified human sEH enzymatic activity, activator screen; activation, % at 2 µM; hit rate 0.04% among 91,000; AID 717; in the data active means activation above about 37%; further: values of inactives mirror those of a sister screen read the other way
S1P2 blocker: antagonists of human S1P2 receptor; cell-based S1P2 antagonist assay, inhibition at 5 uM; hit rate 0.21% among 97,000; inhibition, % at 5 µM; O95136; in the data active means inhibition above about 45%;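 further: CRE beta-lactamase reporter cells expressing human S1P2 stimulated with S1P; 0% = agonist at EC80 alone and 100% = agonist plus reference antagonist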
sEH inh: inhibitors of human soluble epoxide hydrolase. recombinant human sEH enzymatic activity assay. inhibition, % at 2 µM. hit rate 0.34% among 91,000. AID 707; in the data active means inhibition above about 80%; further: values of inactives mirror those of a sister screen read the other way; many of its hits are not listed in these tables
PostGolgi ctrl: inhibits growth of the yeast control strain | efflux-deficient yeast background strain, growth absorbance A615, 16 h | inhibition, % at 10 µM | hit rate 5% among 98,000 | AID 738; in the data active means inhibition above about 30%
Active calls of the source: *; · = no result given. Some of the compounds tested; rates above refer to the full screens.

smiles	PTPN22 act	HUVEC prolif 384	H69AR inhibit	Fibroblast inh	S1P2 agonist	sEH act	S1P2 blocker	sEH inh	PostGolgi ctrl
COc1ccc2[nH]cc(C(=O)CN3CCCCC3)c2c1	-2	94	89	99	-11	2	23	-3	-6
CN(C)S(=O)(=O)c1cccc(NC(=S)Nc2cc(Cl)cc(Cl)c2)c1	1	·	·	·	-2	-11	-26	12	84*
COc1ccc(/C=N/NS(=O)(=O)c2ccccc2)cc1OC(=O)c1ccc(C)cc1	4	·	·	·	-8	2	18	-2	6
Cc1ccc2cc3cc(C(=O)N4CC(C)CC(C)C4)oc3nc2c1 (configuration not stated)	5	78	69	91	-4	-4	-8	3	·
Cc1ccc(S(=O)(=O)N(C)c2ccc(OCC(=O)O)cc2)cc1	-6	85	104	94	-4	7	0	-8	-1
Cc1nc(-c2ccccc2)sc1-c1nc(-c2cccnc2)ncc1S(=O)(=O)c1ccccc1	-8	·	·	·	-4	·	5	·	32*
CC(=O)c1c(C(C)=O)c(C)n(NC(=O)c2cccnc2)c1C	4	88	108	96	-5	-8	2	7	-5
Fc1ccc(CSc2nnc(-c3cc4c(s3)-c3ccccc3CC4)o2)cc1	2	·	·	·	1	15	-27	-18	4
O=C1CCC(=O)N1c1ccc(CSc2nnnn2C2CCCCC2)cc1	-1	107	76	96	-8	-9	-8	10	11
C=CCC(NCc1ccccc1)c1ccc(C)o1 (configuration not stated)	-7	88	101	101	-5	7	4	-7	·
Cc1c(C(=O)NC(=S)Nc2ccc3c4c(cccc24)CC3)cccc1[N+](=O)[O-]	7	·	·	·	-6	1	11	-2	11
COCCNC(=O)Cn1cnc2ccc(S(=O)(=O)N3CCC(C)CC3)cc2c1=O	6	117	100	107	-5	·	4	·	8
Cc1noc(C)c1S(=O)(=O)N1CCCC(C(=O)NC2CCCCC2)C1 (configuration not stated)	9	101	87	97	-5	-14	-2	13	7
CCOc1ccccc1C1C(C#N)=C(N)Oc2cc(N)ccc21 (configuration not stated)	-24	85	45	87	-2	-2	-23	-2	10
Cc1cccc2cc(CN(Cc3cccnc3)C(=O)c3ccncc3)c(=O)[nH]c12	·	98	87	104	·	·	·	·	12
O=C(CN1CCN(c2nc(-c3ccc(Cl)cc3)cs2)CC1)NCc1ccco1	-8	80	74	92	-2	-13	6	12	5
CC1(C)Cc2cccc(OCC(=O)N3CCN(S(=O)(=O)c4ccccc4F)CC3)c2O1	0	99	98	100	-6	-19	-12	22	14
O=C(NCCCn1ccnc1)C1CC2CCC1C2 (configuration not stated)	4	102	109	104	-4	0	2	1	-6
CC1CCN(CCc2nc3cc(NC(=O)Nc4ccccc4)ccc3n2C)CC1	-4	94	91	97	-6	-10	3	8	13
O=c1[nH]nc(Cc2ccc(-c3cccc(Cl)c3)o2)c2ccccc12	2	·	·	·	0	-3	27	5	9
COc1ccc(S(=O)(=O)N2CCN(S(=O)(=O)c3ccc4c(c3)OCCO4)CC2)cc1C	3	96	64	87	-4	-2	-8	4	10
COc1cc(C(=O)Nc2nccs2)c(Br)c(OC)c1OC	-8	71	46	107	-6	0	2	-2	15
Cc1cc2cc(CCNC(=O)CC(C)(C)C)c(=O)[nH]c2cc1C	·	95	95	102	·	·	·	·	-6
COc1cc(OC)c(C2C(C#N)=C(N)OC3=C2C(=O)CC(C)C3)cc1OC (configuration not stated)	6	82	97	99	-4	-6	2	8	4
Cc1c(NC(=O)c2ccc3c4c(cccc24)CC3)c(=O)n(-c2ccccc2)n1C	-14	102	97	102	-6	6	-12	-6	2
Cc1ccc(C)c(NC(=S)NCCc2ccc(S(N)(=O)=O)cc2)c1	-4	·	·	·	0	7	12	-10	·
O=C(NC12CCC(O)C(SC1)/C2=N/O)c1ccccc1 (configuration not stated)	10	100	94	101	-7	6	-5	-8	14
Cc1nnc(SCC(=O)N(Cc2ccccc2)C(C)C)n1-c1ccccc1	-8	90	42	102	-7	5	-4	-3	18
Cc1cc(N2CCN(c3nc4ccccc4s3)CC2)n2ncnc2n1	-2	70	62	94	2	-5	51*	5	6
COc1ccc(NC(=O)C2CC(c3ccc(OC)c(OC)c3)=NO2)cc1OC (configuration not stated)	0	103	92	93	-5	15	7	-14	19
O=C1Nc2cc(S(=O)(=O)N3CCCC3)ccc2N2CCCC12 (configuration not stated)	-5	·	·	·	-4	0	15	2	4
Cc1ccccc1S(=O)(=O)Cc1ccc(C(=O)O)o1	4	99	102	102	-9	7	-4	-7	1
C=CCN1C(=O)C(Cc2ccc(OC)cc2)S/C1=N\N=C\c1cccs1 (configuration not stated)	13	83	67	108	-3	2	0	-4	-8
O=C(CSc1nnnn1-c1ccccc1)Nc1ncc2c(n1)CC(c1ccco1)CC2=O (configuration not stated)	-8	102	94	106	-9	·	4	·	-5
Cc1nc(NCc2ccc3c(c2)OCO3)c2nnn(Cc3ccccc3)c2n1	·	50	53	47*	·	·	·	·	-5
COc1ccc(-n2c(COc3cccc4ccccc34)nnc2SCC(=O)NCc2ccco2)cc1	5	67	81	96	-4	1	-28	-4	14
O=C(Nc1ccc2nc(-c3ccco3)[nH]c2c1)c1cccs1	-10	94	40*	91	-2	-1	12	-1	-4
Cc1ccc(Oc2ccc(OCC(=O)OC3CCS(=O)(=O)C3)cc2)cc1 (configuration not stated)	4	93	106	98	-6	8	-2	-2	·
COc1cc2sc(C)nc2c2sccc12	·	80	85	87	·	·	·	·	-3
CC(C)(C)OC(=O)N[C@@H](Cc1ccccc1)C(=O)N1CCC(C(=O)O)CC1	8	97	106	97	-10	-8	10	11	-1
O=C(Nc1ncccn1)C1CCCN1S(=O)(=O)c1ccc(Cl)c(Cl)c1 (configuration not stated)	4	96	·	96	-3	1	7	-6	-2
CCn1c(CNC(=O)c2ccco2)nnc1SCC(=O)Nc1cc(C(F)(F)F)ccc1Cl	3	·	·	·	-15	16	4	-19	19
c1ccc(Oc2nc(NCc3ccco3)nc(NCc3ccco3)n2)cc1	4	74	48	91	-10	11	24	-10	-1
COc1ccc(N2C(=O)NC3CC2(C)Oc2ccc(Br)cc23)cc1OC (configuration not stated)	1	91	38*	83	-3	-8	-5	7	14
COCCn1c(-c2ccccc2)cnc1N	4	92	85	98	-3	-8	7	6	8
O=C1COc2ccc(C(=O)COC(=O)CCc3ccc(S(=O)(=O)N4CCOCC4)cc3)cc2N1	-6	95	86	97	1	6	-13	-6	-3
CCCOc1ccc(-c2nc(OCC)c3ccccc3n2)cc1	-7	101	90	99	-9	9	-13	-10	8
Cc1cccc(NC(=S)N2CCC(c3nc4ccccc4s3)CC2)c1	19	·	·	·	-8	0	17	4	10
O=C(NCCSc1ccccc1)c1cncc(Br)c1	4	89	100	97	-1	-46	-9	47	8
CCCC(=O)Nc1nn(C)c2nc3c(C)cccc3cc12	16	87	90	97	5	-2	-5	1	2
FC(F)(F)c1cc(-c2ccccc2)nc(N2CCCCC2)n1	5	104	86	96	-7	-7	3	10	4
COc1cc(C(=O)Nc2cccc3cccnc23)cc(OC)c1OC	5	90	71	96	8	2	-11	1	5
CCOc1ccc(C(C)(C)C)cc1S(=O)(=O)N1CCOCC1	5	90	80	97	-6	-4	-8	5	8
O=C(NC1CCCCC1)C1CC=CCC1C(=O)OCC(Cl)=C(Cl)Cl (configuration not stated)	15	111	92	97	1	-55	-14	55	21
CCCn1cnc2c(c1=O)c1nc3ccccc3nc1n2CCC1=CCCCC1	3	75	73	97	-2	9	3	-11	16
N=c1c[n+](-c2ccc(Cl)cc2)[n-]o1	7	·	·	·	-5	7	-17	-8	-5
CC(=O)c1ccc(NC(=O)Nc2ncn(Cc3cccc(C)c3)n2)cc1	-13	83	77	96	-13	4	-5	-2	-5
Cc1ccc(N2C(=O)S/C(=C/c3cn(C)c4ccccc34)C2=O)cc1	-13	·	·	·	-6	-11	0	9	27
O=C(NC(Cc1c[nH]c2ccccc12)C(=O)O)c1ccccc1 (configuration not stated)	1	98	90	93	2	-2	-10	4	-5
Cc1ccc(SCc2cc(=O)[nH]c(N3CCCCC3)n2)cc1	-15	95	·	90	-1	-45	19	45	8

3 structures from above, ordered by count of non-hydrogen atoms, smallest number first.
smiles	PTPN22 act	HUVEC prolif 384	H69AR inhibit	Fibroblast inh	S1P2 agonist	sEH act	S1P2 blocker	sEH inh	PostGolgi ctrl
COCCn1c(-c2ccccc2)cnc1N	4	92	85	98	-3	-8	7	6	8
C=CCC(NCc1ccccc1)c1ccc(C)o1 (configuration not stated)	-7	88	101	101	-5	7	4	-7	·
O=C1CCC(=O)N1c1ccc(CSc2nnnn2C2CCCCC2)cc1	-1	107	76	96	-8	-9	-8	10	11

Grouped by structure, the compounds so far containing bromine.
smiles	PTPN22 act	HUVEC prolif 384	H69AR inhibit	Fibroblast inh	S1P2 agonist	sEH act	S1P2 blocker	sEH inh	PostGolgi ctrl
COc1cc(C(=O)Nc2nccs2)c(Br)c(OC)c1OC	-8	71	46	107	-6	0	2	-2	15
COc1ccc(N2C(=O)NC3CC2(C)Oc2ccc(Br)cc23)cc1OC (configuration not stated)	1	91	38*	83	-3	-8	-5	7	14
O=C(NCCSc1ccccc1)c1cncc(Br)c1	4	89	100	97	-1	-46	-9	47	8

Other records follow:
smiles	PTPN22 act	HUVEC prolif 384	H69AR inhibit	Fibroblast inh	S1P2 agonist	sEH act	S1P2 blocker	sEH inh	PostGolgi ctrl
CSc1nc2nccc(/C=C\c3ccccc3)n2n1	-4	·	·	·	-5	-12	10	11	14
CCOc1ccc(S(=O)(=O)n2cnc3cc(C)c(C)cc32)cc1	-3	85	91	100	-5	8	20	-10	10
COCCCn1c2nc3ccccc3nc2c2c(=O)n(CC3CCCO3)cnc21 (configuration not stated)	-18	101	93	98	0	·	-9	·	7
Cc1ccc2c(c1)NC(=O)C(CC(=O)NCCCN1CCCC1)O2 (configuration not stated)	0	97	104	100	-6	·	3	·	-2
Cc1cc(C)c2c(-n3cccc3)c(C(=O)O)sc2n1	3	96	106	97	-4	·	-12	·	15
CCOC(=O)C1=C(Cc2ccc(OC)cc2)C(=O)c2ccccc2C1=O	-3	70	1.8*	94	-14	7	33	-9	13
COc1ccc(CCCC(=O)O)c(C)c1	-2	100	91	101	-3	-3	16	1	2
NC(=O)c1ccccc1N/C=C/C(=O)c1ccc(Cl)cc1Cl	-7	61	65	74	-8	9	1	-5	20
CCCc1cc(C(N)=O)c(NC(=O)c2ccco2)s1	0	110	94	117	-4	-8	-14	6	3
CC(NC(=O)c1cccnc1)c1ccc2c(c1)OCO2 (configuration not stated)	-3	89	98	94	-1	9	-2	-5	-1
CCOC(=O)N1CCC(NC(=O)CN2C(=O)CSc3ncccc32)CC1	·	95	99	108	·	·	·	·	-4
Cc1ccc(NC(=O)C2(c3ccccc3)CCCC2)nc1	10	98	86	95	-4	-6	-7	7	·
COc1ccc(S(=O)(=O)Cc2ccc(C(=O)NC3CC3)o2)cc1	2	102	92	108	-4	15	8	-16	1
Cc1ccc2c(c1)C1CN(C)CCC1N2C(=O)Nc1ccc(Cl)cc1 (configuration not stated)	-10	78	65	96	-4	·	17	·	2
O=C(COc1ccccc1)NCc1ccc2c(c1)OCO2	0	97	102	97	-2	-4	-22	3	10
CS(=O)(=O)N(CCC(=O)O)Cc1ccccc1	6	62	94	102	-9	-4	11	4	26
CCCOc1ccc(Br)cc1/C=N/O	8	104	83	100	1	4	-20	-3	28
CC(C)(C)c1cc(C(=O)NCc2ccco2)ccn1	0	93	98	95	-8	-12	-8	15	17
C=CCn1c(-c2cc(OC)cc(OC)c2)n[nH]c1=S	8	91	83	96	-3	4	-1	-5	12
CC(CC(C)C(=O)N1CCOCCN(C(=O)C(C)CC(C)C(=O)O)CCOCC1)C(=O)O (configuration not stated)	-8	102	96	105	-7	-8	20	8	26

Screening data (PubChem)
